GRK2 aptamer HTS: blocks RNA aptamer binding to human GRK2. bead flow cytometry, FAM-aptamer displacement from GRK2. actives 0.59% (n = 330,000). P25098. inhibition of aptamer binding, % at 10 µM;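 active = inhibition of aptamer binding above 40%, roughly 3 SD of noise, on plates passing a quality check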;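 note: median bead fluorescence of bound FAM aptamer so fluorescent compounds give negative values; no value below 0 was filed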
Target sequence (P25098 whole entry, looked up): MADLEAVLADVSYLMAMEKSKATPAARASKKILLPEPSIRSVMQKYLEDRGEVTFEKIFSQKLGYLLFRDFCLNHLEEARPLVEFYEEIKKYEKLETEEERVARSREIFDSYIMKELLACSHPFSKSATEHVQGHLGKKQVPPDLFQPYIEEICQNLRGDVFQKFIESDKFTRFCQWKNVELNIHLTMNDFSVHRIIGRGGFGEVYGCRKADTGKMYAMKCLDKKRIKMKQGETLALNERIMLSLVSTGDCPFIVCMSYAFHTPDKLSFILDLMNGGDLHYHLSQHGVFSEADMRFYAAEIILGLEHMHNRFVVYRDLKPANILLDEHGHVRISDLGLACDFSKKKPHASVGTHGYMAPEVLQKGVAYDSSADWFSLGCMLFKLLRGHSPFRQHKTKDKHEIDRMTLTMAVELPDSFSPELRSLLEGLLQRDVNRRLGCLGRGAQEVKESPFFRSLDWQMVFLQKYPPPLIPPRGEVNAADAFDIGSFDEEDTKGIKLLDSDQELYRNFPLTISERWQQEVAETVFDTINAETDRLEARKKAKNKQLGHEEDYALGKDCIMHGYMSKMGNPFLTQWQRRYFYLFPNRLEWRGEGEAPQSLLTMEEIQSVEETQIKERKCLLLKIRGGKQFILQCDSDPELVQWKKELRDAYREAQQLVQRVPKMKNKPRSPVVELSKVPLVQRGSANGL
MEP2 TOR yeast: yeast TOR pathway MEP2-GFP modulation. S. cerevisiae MEP2-GFP strain, flow cytometry GFP, 3 h; 100% = DMSO control level. GFP response vs DMSO, % at 10 µM. actives 0.51% (n = 330,000). AID 2016;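 active = GFP response versus DMSO above a set limit, roughly screen mean plus 3 SD, cut at about 180% in these data; inconclusive = fewer than 70 cells counted for a yeast strain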;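 note: median GFP fluorescence of the barcode-gated MEP2-GFP cells per well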
VLA-4 inh: inhibition in a human VLA-4 binding assay | actives 0.2% (n = 330,000) | VLA-4 expressing cells, ligand binding flow cytometry | AID 2557 | inhibition, % (about 7 µM as worked out from the volumes in the protocol); in the data active = inhibition above about 50%
RPL19A-GFP yeast: modulators of TOR pathway RPL19A-GFP in S. cerevisiae; S. cerevisiae RPL19A-GFP strain, flow cytometry, 3 h; stronger effect = lower value; percent response vs DMSO, % at 10 µM; actives 0.3% (n = 330,000); AID 2025;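 active = percent response vs DMSO below 50%; inconclusive = fewer than 70 events counted for the yeast strain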;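 note: median channel GFP fluorescence of the barcoded RPL19A-GFP strain; ratio of sample median GFP to plate DMSO average so 100% = DMSO; lower means less RPL19A-GFP as with rapamycin TOR inhibition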
CIT2-GFP yeast: alters CIT2-GFP fluorescence in TOR pathway yeast screen. S. cerevisiae CIT2-GFP strain, flow cytometry, 3 h; 100 means same as DMSO wells. GFP response vs DMSO, % at 10 µM. actives 0.065% (n = 320,000). AID 2029;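 active = GFP response relative to DMSO above a set limit, near the screen mean plus 3 SD, cut at about 150% in these data; inconclusive = Fewer than 70 cells measured for a yeast strain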;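 note: ratio of well median GFP fluorescence to mean of DMSO wells on the plate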
LAP4 TOR yeast: yeast TOR pathway LAP4-GFP modulation; S. cerevisiae LAP4-GFP multiplex, flow cytometry GFP, 3 h; median GFP as percent of DMSO wells; GFP response vs DMSO, % at 10 µM; actives 0.34% (n = 320,000);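 active = GFP response vs DMSO above a set limit, about the screen mean plus 3 SD, cut at about 150% in these data; inconclusive = under 70 cell events counted for the yeast strain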
Yeast superoxide: caloric restriction mimetics inhibiting age-related superoxide in yeast | superoxide response (% of plate mean), % at 10 µM | actives 0.18% (n = 330,000) | S. cerevisiae aged cells, superoxide DHE fluorescence; stronger effect = lower value;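 active = superoxide response under a set limit, about three screen SD below normal, cut at about 65% in these data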;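 note: yeast aged for seven days with compound at 30 °C before DHE staining; 100% = average MFI of all compound-treated wells on the plate with controls excluded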
AGP1-GFP MLPCN: alters AGP1-GFP fluorescence in TOR pathway yeast screen; S. cerevisiae AGP1-GFP multiplex flow cytometry, 3 h; GFP as percent of DMSO wells; GFP response vs DMSO, % at 10 µM; actives 0.02% (n = 320,000);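 active = GFP response relative to DMSO above a set limit, near screen average plus 3 SD, cut at about 150% in these data; inconclusive = fewer than 70 cells counted for the yeast strain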;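 note: median GFP channel fluorescence of the gated AGP1 strain per well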
* marks the source's active call; other numbers are inactive results; u = inconclusive; x = no result given; [ ] = dose if it differs, or a comment.

molecule,GRK2 aptamer HTS,MEP2 TOR yeast,VLA-4 inh,RPL19A-GFP yeast,CIT2-GFP yeast,LAP4 TOR yeast,Yeast superoxide,AGP1-GFP MLPCN
Cc1[nH]n(-c2ccccc2)c(=O)c1C(c1ccc(C(=O)O)cc1)c1c(C)[nH]n(-c2ccccc2)c1=O,2,103,12,107,103,103,102,105
CC1(C)CC(=O)c2ccc(O)cc2O1,2,106,3,100,109,115,90,109
COc1ccc(OC)c(S(=O)(=O)Oc2ccc(N)c3ccccc23)c1,4,107,5,102,107,115,139,109
c1cc(CNC2C3CC4CC(C3)CC2C4)ccn1 (stereo not drawn),0,92,-4,97,99,96,90,98
COc1cc(NC(=O)c2cc(S(=O)(=O)N3CCc4ccccc43)cn2C)cc(OC)c1OC,1,91,-3,98,93,86,121,82
CC(OC(=O)CNC(=O)C12CC3CC(CC(C3)C1)C2)C(=O)Nc1ccc(S(N)(=O)=O)cc1 (stereo not drawn),0,107,9,97,97,103,105,98
COc1ccc(CNC(=O)c2ccc3nccnc3c2)cc1,0,105,-11,102,104,102,87,109
Cc1ccc(NC(=O)CSc2nnc(-c3ccncc3)n2C)cc1C,3,104,42,100,100,102,81,105
Cc1ccc(C(=O)N/C(=C\c2ccc(-c3ccccc3[N+](=O)[O-])o2)C(=O)NCCCN2CCOCC2)cc1,3,148[may fluoresce violet],6,13*[may fluoresce violet],u,66[may fluoresce violet],89,u
C=CCn1c(SCC(=O)Nc2ccc(C(=O)OCC)cc2)nnc1-c1sc(N)nc1C,3,105,11,106,101,109,84,110
COc1ccc(C2C(C(=O)N3CCOCC3)=C(C)NC3=C2C(=O)CC(C)(C)C3)c(OC)c1 (stereo not drawn),0,102,-10,97,95,100,117,96
CC1=NNC(=O)C1CCC(=O)N/N=C/c1ccccc1 (stereo not drawn),4,123,-8,103,97,115,102,109
Cc1nnc(-c2ccccc2)[nH]c1=O,0,102,2,97,92,101,124,94
C/C(=N\Nc1ccccn1)c1ccc(N2CCOCC2)cc1,0,100,7,101,108,95,79,107
O=[N+]([O-])c1ccc(N2CCN(c3ccccc3O)CC2)cc1,0,91,1,93,89,95,93,91
Cc1cc(C)c(S(=O)(=O)NCc2ccccn2)cc1C,3,110,-1,109,114,93,99,118
O=C(NC1CCCCC1)C1c2ccccc2C(=O)N1Cc1ccco1 (stereo not drawn),6,104,-1,x,115,99,87,110
Cc1c(C=NNC(=O)c2ccc(Br)cc2)c2ccccn2c1C(=O)c1ccncc1,0,103,-19,102,111,92,106,99
O=C(O)CSc1nnc(COc2cccc3cccnc23)n1-c1ccc(Cl)cc1,2,103,2,92,88,97,107,96
COc1ccc(C=Nc2cccc3c(=O)[nH][nH]c(=O)c23)c2ccccc12,0,101,1,98,x,93,119,102
COC(=O)Cn1ncc2c3ccccc3n(Cc3ccccc3)c2c1=O,0,103,-10,94,96,98,118,106
CN1CCN(S(=O)(=O)c2ccc(Br)s2)CC1,0,105,5,103,106,102,103,106
CN1/C(=C\C=Nc2ccc3ccccc3c2)C(C)(C)c2ccccc21,1,103,-2,97,90,102,107,103
O=C(O)COc1ccc(=O)n(-c2ccccc2)n1,3,96,0,97,93,93,102,95
Cc1ccccc1C1c2[nH]c3ccccc3c2C[C@H]2C(=O)N(C3CC3)CC(=O)N12 (stereo partly drawn),0,109,-18,107,111,110,82,106
Nc1c2c(nc3c1CCCC3)CCCC2 (tested in a mixture with another compound),0,135,-2,96,101,101,105,96
CCOC(=O)C(C(C)=O)c1c(Br)c(O)c(O)c2c(C(=O)c3ccc(C)cc3)coc12 (stereo not drawn),3,96,x,101,99,119,98,97
CCOC(=O)c1ccc(NC(=S)N(CCN2CCCCCC2)Cc2ccco2)cc1,0,109,0,100,94,90,111,103
CN(C)/C=C/C(=O)c1ccc(-c2ccc(Cl)cc2Cl)o1,0,160,24,58,85,83,105,21
COc1ccccc1NS(=O)(=O)c1ccc(Cl)c(NC(=S)NC(=O)C2CCCC2)c1,3,88,4,99,93,83,108,95
COc1cccc(CC(=O)OCC(=O)NC(=O)c2ccc(OC(F)F)cc2)c1,2,97,4,89,85,92,95,89
COC(=O)Nc1ccc(C)cc1NC(=O)OC,2,105,-3,103,108,103,90,106
CN(C(=O)COc1cc(=O)n(C)c2ccccc12)c1cccc(Cl)c1,0,103,0,103,110,105,93,104
CCOc1ccc(S(=O)(=O)NC(=O)c2ccccc2)cc1,1,114,8,109,x,88,111,95
C(=N\n1cnnc1)/c1cn(Cc2ccccc2)c2ccccc12,3,101,4,97,99,108,96,101
CSCC[C@H](NC(=O)[C@@H]1CSC2c3ccccc3C(=O)N21)C(=O)NCc1ccco1 (stereo partly drawn),26,95,-5,96,107,88,91,99
O=C(Cn1cnc2ccccc2c1=O)Nc1cccc(S(=O)(=O)N2CCCCC2)c1,2,101,-6,99,110,103,95,103
CC(C)Nc1ncnc2c1cnn2-c1ccc(Cl)cc1,0,91,11,90,70,143,98,92
O=C(O)c1cc(NCc2ccc(F)cc2)ccc1N1CCOCC1,1,98,21,96,95,101,91,100
COc1ccc(S(=O)(=O)N(C)C)cc1NCC(=O)Nc1cccc(C#N)c1,4,98,0,97,104,102,114,94
Cc1ccc2cc(C)c3nnc(SCC(=O)N4CCCc5ccccc54)n3c2c1C,0,106,-2,101,110,105,112,103
COc1ccc(-c2nc(CN3CCC(c4ccccc4)CC3)c(C)o2)cc1OC,0,96,13,99,94,93,93,94
CN1CCN(/N=C/c2c3ccccc3c(Cl)c3ccccc23)CC1,0,146,57*,72,61,163*,102,11
O=C(COc1ccc2ccccc2c1Br)Nc1cccnc1,0,93,-4,89,x,101,117,84
Cc1cc(NC(=O)COc2ccccc2C)ccc1NC(=O)c1ccco1,0,100,-1,98,94,99,101,96
C1=CC(c2cc3ccccc3o2)OC(CCc2ccccc2)C1 (stereo not drawn),2,110,-10,114,96,111,86,104
O=C(NS(=O)(=O)Oc1ccc(Cl)cc1)OC[C@@H]1CCCN2CCCC[C@H]12,5,90,6,91,84,89,96,92
O=[N+]([O-])c1ccc(-c2nc(-c3cccs3)c(-c3cccs3)[nH]2)cc1,0,100,-165,96,85,105,105,82
CCn1c(SCC(=O)Nc2nc3ccccc3s2)nc2c(c1=O)SC(C)C2 (stereo not drawn),2,103,13,99,103,104,104,101
O=C(CNC(=O)C1CCCCC1)OCC(=O)c1cccc(Cl)c1,2,98,17,100,90,99,115,93
CCN1CCN(CC(=O)Nc2cccc(C)c2)C(=O)C1=O,0,111,16,103,99,110,104,107
COc1cc2c(C(=O)N3CCN(C)CC3)c(CSc3ccccc3)n(C)c2cc1Br,0,95,0,97,97,102,104,101
Cc1ccccc1C(=O)Nc1nnc(-c2cccnc2)o1,4,94,-4,92,94,93,103,92
O=C(COC(=O)Cc1ccccc1)NCc1ccc2c(c1)OCO2,4,101,0,97,93,100,104,96
CNCc1cc(Br)c(OCC(=O)Nc2ccccc2OC)c(OC)c1,0,99,1,97,102,94,139,99
CC(=O)c1c(C)nc2ccccn12,3,96,5,97,94,97,92,98
Cc1ccc(CN2CCN(/N=C/c3cc(Br)ccc3F)CC2)cc1,0,99,0,101,98,89,99,99
COC(=O)c1sc(S(=O)(=O)N2CCN(c3ccc(OC)cc3)CC2)c(C(=O)OC)c1C,1,109,x,101,103,110,99,106
CN(C(=O)c1cc(COc2c(F)cccc2F)on1)C1CCOC1 (stereo not drawn),0,98,0,104,97,75,96,99
O=C(NC(Cc1ccc(O)cc1)C(=O)O)/C(=C/c1ccccc1)NC(=O)c1ccccc1 (stereo not drawn),0,111,-5,105,101,93,97,98

Ordered by value in LAP4 TOR yeast (low to high): 3 of the compounds above
Compound | GRK2 aptamer HTS | MEP2 TOR yeast | VLA-4 inh | RPL19A-GFP yeast | CIT2-GFP yeast | LAP4 TOR yeast | AGP1-GFP MLPCN
CN(C(=O)c1cc(COc2c(F)cccc2F)on1)C1CCOC1 (stereo not drawn) | 0 | 98 | 0 | 104 | 97 | 75 | 99
Cc1ccccc1C(=O)Nc1nnc(-c2cccnc2)o1 | 4 | 94 | -4 | 92 | 94 | 93 | 92
C1=CC(c2cc3ccccc3o2)OC(CCc2ccccc2)C1 (stereo not drawn) | 2 | 110 | -10 | 114 | 96 | 111 | 104

The list continues:
molecule,GRK2 aptamer HTS,MEP2 TOR yeast,VLA-4 inh,RPL19A-GFP yeast,CIT2-GFP yeast,LAP4 TOR yeast,Yeast superoxide,AGP1-GFP MLPCN
O=C(c1ccccc1)N1CCN(C(=O)N2CCOCC2)CC1,2,98,14,92,94,92,103,92
c1ccc(CN2CCC3(CC2)Nc2ccccc2CO3)cc1,0,103,x,102,93,101,105,96
CSc1nc(SCC(=O)NCc2ccco2)c2c3c(sc2n1)COC(C)(C)C3,0,103,-13,98,102,99,92,94
CC(=O)Nc1ccc(-c2csc(NC(=O)Cc3ccccc3F)n2)cc1,0,120,17,92,98,101,105,91
CN1CCN(c2ccc(S(=O)(=O)N3CCOCC3)cc2NC(=O)CC(C)(C)C)CC1,2,102,0,98,101,100,101,106
c1ccc(SSc2ccccn2)nc1,3,91,12,102,101,114,88,104
COc1ccc(NS(=O)(=O)c2ccc(F)c(Cl)c2)cn1,0,96,-3,96,95,91,99,93
CCOP(=O)(OCC)C(NC(=O)Nc1cccc(Cl)c1)C(N)=O (stereo not drawn),2,102,0,98,94,92,91,92
O=C(NCC(=O)N1CCN(Cc2ccccc2)CC1)c1ccc(Br)o1,3,100,-1,107,x,81,86,96
COc1ccc(Cc2n[nH]c(=S)o2)cc1,2,106,24,99,104,103,106,98
COc1cc2cc(C)c(SCC(=O)N3CCOCC3)nc2cc1OC,1,112,10,105,104,101,95,107
C=CCNCCOc1c(C)cc(C)cc1Cl,0,103,17,110,110,95,110,105
CCN(CC)c1ccc(NC(=O)c2c(OC)cccc2OC)c(C)c1,0,100,26,95,99,94,105,93
CC(c1ccccn1)N(CCN(C)C)C(=S)Nc1ccccc1F (stereo not drawn),1,97,2,98,x,95,123,100
COC(=O)N/N=C\c1ccc(OC/C=C/c2ccccc2)c(OC)c1,2,96,-2,96,90,89,96,89
Cc1cccc(NS(=O)(=O)c2cccc(C(=O)NNC(=O)c3ccccc3O)c2)c1,0,98,0,94,100,105,81,95
O=C(CCSCc1cccc(Cl)c1)NCCC1=CCCCC1,5,104,3,108,98,97,103,104
Cc1ccc(NC(=O)C/C(N)=N/O)cc1C,0,102,0,106,104,109,96,101
Cc1cc(C)cc(OCC(=O)NNC(=O)c2cc(C)[nH]n2)c1,0,107,-5,95,111,103,108,112
O=C(O/N=C/c1ccc(Cl)cc1)C1CCCCC1,23,86,4,90,91,79,93,94
Cc1ccc(C(=O)O)cc1S(=O)(=O)N1CCOCC1,2,110,-4,99,103,105,90,103
Cc1ccc(N2C(=O)CC(N3CCN/C3=C3\CC/C(=C\c4ccccc4)C3=O)C2=O)cc1 (stereo not drawn),2,91,2,94,91,88,101,95
COc1ccc(C(C)NC(=O)c2cccc([N+](=O)[O-])c2)cc1OC (stereo not drawn),30,102,4,102,104,96,93,102
Cc1ccc(CNC(=O)C2CCC(CNc3nc(=S)[nH]c4ccccc34)CC2)cc1 (stereo not drawn),0,111,26,100,97,95,99,105
Cc1cc(C)c(C)c(S(=O)(=O)N2CCN(C(=O)c3ccccn3)CC2)c1C,0,105,3,103,98,110,108,102
